Bioassay records (PubChem)
Pf growth 96h = P. falciparum growth inhibition at 96 hours | P. falciparum luciferase reporter growth, 96 h | Potency, µM (highest dose often 28.7 µM), for the others: at the highest dose activity change, negative = inhibition, hits mostly inhibitors | actives 6.9% (n = 320,000); note: potency is the fitted concentration of half-maximal effect; % is set by controls: 0 for no effect and ±100 for the full control effect
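P. falciparum expressing integrated firefly luciferase, in erythrocytes at 2% hematocrit, 0.05% parasitemia, incubated with compounds 96 h at 37 C, 5% CO2. Growth inhibition read as loss of luminescence; two-generation exposure targets delayed-death apicoplast inhibitors.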
Shiga inhibitor = inhibitors of Shiga toxin in Vero cells | AID 2315 | actives 9.2% (n = 290,000) | inhibition, % at 38.7 µM | Vero cells, Shiga toxin protein synthesis inhibition reporter; in the data active = inhibition mostly above about 28%, no sharp cut-off; inactive = mostly below about 43%; note: 0% is about no effect
Cycloheximide cs = counter-screen hit for Shiga toxin inhibitors, cycloheximide; cell reporter, cycloheximide protein synthesis inhibition counterscreen; max response, %; actives 12% (n = 300,000); AID 2314; in the data active = max response mostly above about 13%, no sharp cut-off; inactive = mostly below about 14%; note: read at 38.3 µM for the half of the compounds with a filed dose; 0% is about no effect
Pf growth 48h = inhibits P. falciparum growth in the first generation, 48 h; P. falciparum luciferase growth in erythrocytes, 48 h; Potency, µM (highest dose often 28.7 µM), for inactives: at the top dose activity change, negative = inhibition, most hits filed as inhibitors; actives 5.9% (n = 310,000); AID 504832; note: potency is the fitted concentration of half-maximal effect; % is set by controls: 0 for no effect and ±100 for the full control effect
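Luciferase-expressing P. falciparum in infected erythrocytes (2% hematocrit, 0.1% parasitemia final) in RPMI 1640/0.5% Albumax were exposed to compound for 48 hours at 37 C, 5% CO2; growth read as luminescence.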
Sm TGR block = inhibitors of Schistosoma mansoni thioredoxin glutathione reductase; Q962Y6; purified TGR, DTNB reduction, TNB absorbance 405 nm; Potency, µM (titrated, usually from 114 µM), without a hit: at the top dose activity change, negative = inhibition, usual class: inhibitors; actives 3% (n = 360,000); AID 485364; note: potency is the fitted concentration of half-maximal effect; % is set by controls: 0 for no effect and ±100 for the full control effect; nearly all actives have a fitted effect of over 60% in size
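TGR 20 nM + NADPH 100 uM (dispensed conc.), cpd preinc 15 min RT; start with NADPH (500 uM addition) then DTNB (15 mM addition). Kinetic TNB absorbance, 405 nm filter. Four-parameter Hill fit across titration.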
FBPA Giardia inh = inhibitors of Giardia lamblia fructose-1,6-bisphosphate aldolase; A8B2U2; purified Giardia FBPA; Potency, µM (doses to about 59.6 µM), without a hit: at the top dose activity, negative = inhibition, most hits filed as inhibitors; actives 0.71% (n = 290,000); note: potency is the fitted concentration of half-maximal effect; % is set by controls: 0 for no effect and ±100 for the full control effect; nearly all actives have a fitted effect of over 55% in size
Target sequence (A8B2U2 whole entry, looked up): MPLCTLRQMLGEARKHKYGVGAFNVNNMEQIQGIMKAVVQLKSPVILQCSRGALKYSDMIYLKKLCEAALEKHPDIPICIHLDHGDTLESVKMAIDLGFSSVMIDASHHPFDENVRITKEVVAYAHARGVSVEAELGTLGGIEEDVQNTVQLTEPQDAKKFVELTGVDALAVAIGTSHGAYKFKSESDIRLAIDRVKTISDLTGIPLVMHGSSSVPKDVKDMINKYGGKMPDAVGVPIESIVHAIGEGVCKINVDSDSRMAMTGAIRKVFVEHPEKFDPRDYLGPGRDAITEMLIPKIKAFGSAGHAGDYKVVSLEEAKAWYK
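40 nM FBPA preincubated 10 min at RT with compound (up to 57.5 uM final), then substrate plus GAPDH/TPI/NAD/arsenate coupling and diaphorase/resazurin added. Fluorescence read after 20 min at RT, 525/598 nm.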
Numbers without * were called inactive; ? = inconclusive; nt = no result given; & = joins results of further samples; [ ] = another dose, or the depositor's remark. Unless noted, calls come from the whole dose curve; as a rule, active = well fitted curve in the direction sought with a large enough effect; inconclusive = small, poorly fitted or top-dose-only effect, or another doubt; inactive = no such curve, though single readings can be large; an effect the other way counts as inactive or inconclusive.

SMILES	Pf growth 96h	Shiga inhibitor	Cycloheximide cs	Pf growth 48h	Sm TGR block	FBPA Giardia inh
COc1ccc(S(=O)(=O)Nc2nnc(CC(C)(C)C)s2)cc1	25.0%	14.6	-3.7	-2.0%	nt	-3.6%
CC(=O)c1sc2nc(-c3ccc(C)cc3)c3c(c2c1N)CCCC3	?	10.4	-3.7	?	-2.3%	-0.2%
O=C(CCn1nnnc1CN1CCOCC1)N1CCC(c2ccccc2Cl)C1 (configuration not stated)	?	11.0	-3.1	51.7%[activator]	-0.4%	nt
O=C(NCC(c1ccco1)N1CCCC1)c1cccc(S(=O)(=O)Nc2ccc(Br)cc2)c1 (configuration not stated)	?	-8.2	1.0	?	?	-25.7%
Cc1cccc(N2CCN(C(=O)c3ccccc3OCc3c(C)noc3C)CC2)c1C	?	nt	nt	?	-2.7%	nt
COc1ccc(CC(=O)NCC(=O)NCc2cc(=O)n(C)c(=O)n2C)cc1	37.9%[activator]	1.7	7.5	37.4%[activator]	-6.7%	1.8%
Cc1cc(N2CCN(C)CC2)nc2ccc(NC(=O)c3ccc(Br)o3)cc12	43.3%	101.3*	26.0*	1.65µM*	0.0%	-6.8%
CC(Sc1nc2ccccc2s1)C(=O)NC1CCCc2ccccc21 (configuration not stated)	?	13.2	4.9	-15.2%	21.2%	-2.1%
CC(=O)n1cc([C@@H]2C=C(C(=O)N3CCN(Cc4ccc5c(c4)OCO5)CC3)O[C@H](OCc3ccc(CO)cc3)C2)c2ccccc21	1.65µM*	-10.6	0.9	?	2.9%	-13.6%
CCOc1ccc(NC(=O)C(=O)NCCCn2ccnc2)cc1	41.8%[activator]	13.0	-0.4	0.3%	-11.0%	4.4%

The last four compounds of the section above lead into the next.
SMILES	Pf growth 96h	Shiga inhibitor	Cycloheximide cs	Pf growth 48h	Sm TGR block	FBPA Giardia inh
Cc1cc(N2CCN(C)CC2)nc2ccc(NC(=O)c3ccc(Br)o3)cc12	43.3%	101.3*	26.0*	1.65µM*	0.0%	-6.8%
CC(Sc1nc2ccccc2s1)C(=O)NC1CCCc2ccccc21 (configuration not stated)	?	13.2	4.9	-15.2%	21.2%	-2.1%
CC(=O)n1cc([C@@H]2C=C(C(=O)N3CCN(Cc4ccc5c(c4)OCO5)CC3)O[C@H](OCc3ccc(CO)cc3)C2)c2ccccc21	1.65µM*	-10.6	0.9	?	2.9%	-13.6%
CCOc1ccc(NC(=O)C(=O)NCCCn2ccnc2)cc1	41.8%[activator]	13.0	-0.4	0.3%	-11.0%	4.4%
Cc1ccc(C(=O)N/C(=C\c2ccc(-c3ccc(Br)cc3)o2)C(=O)NC2CCS(=O)(=O)C2)cc1 (configuration not stated)	-11.9%	9.6	-1.6	-5.1%	0.1%	-4.4%
Cc1nc2ccc(N3CCN(C)CC3)cc2nc1C	171.3%[activator]	41.4*	40.7*	nt	-11.5%	-7.5%
CC(C)(C)c1ccc(C(=O)NCC(=O)NNC(=O)c2ccccc2O)cc1	30.3%[activator]	nt	nt	17.3%	-3.1%	nt
Cc1cc(OCc2cc(C(=O)N(Cc3nccn3C)C(C)C)no2)cc(C)c1Cl	14.7µM*	55.4*	26.2*	-0.4%	-6.2%	nt
COc1ccc(C2=NOC3(CC(=O)N(c4ccc(Cl)cc4)C3=O)C2)c(OC)c1 (configuration not stated)	31.6%[activator]	-3.6	-0.8	32.5%[activator]	-5.9%	nt
COC(=O)Oc1ccc(/C=C/C(=O)OC(C)C)cc1OC(=O)OC	76.9%[activator]	49.2	29.9*	55.3%[activator]	0.9%	6.9%
CCOc1ccc(NC(=O)CN2CCN(C(=O)c3ccco3)CC2)cc1S(=O)(=O)N1CCCC1	14.7µM*	nt	nt	?	1.2%	nt
CCOc1ccc(OCC(=O)OC(C)C(=O)Nc2ccc(Cl)cn2)cc1 (configuration not stated)	0.0%	nt	nt	-1.3%	1.2%	nt
COc1ccc(C(C[N+](=O)[O-])c2c(C)cc3ccccn23)c(OC)c1 (configuration not stated)	?	-6.1	-1.7	?	79.4%[activator]	-15.7%
O=C(Nc1ccccc1O)c1ccc([N+](=O)[O-])cc1	?	78.0*	26.6*	0.0%	?	16.0%
COCCCNC(=S)NCCCNc1nc2cc3c(cc2cc1C#N)OCO3	?	-1.7	-2.2	?	-12.1%	-15.6%
Fc1ccc(C(c2nnnn2C2CCCCC2)N2CCCC2)cc1 (configuration not stated)	-32.8%	-22.1	-1.1	13.1µM*	nt	?
CC1=C(C(=O)OCc2ccccc2)C(c2ccc(Cl)cc2)NC(=O)N1CCCCCC(=O)O (configuration not stated)	11.7µM*	-21.6	-3.6	?	-18.6%	12.2%&14.8%
CCC(C)[C@H](NC(=O)CCn1nnc2ccccc2c1=O)C(=O)O (some centres not stated)	-7.3%	5.0	-5.2	8.9%	2.5%	0.8%
O=C(NCCc1c[nH]c2ccccc12)c1cnc2n(c1=O)CCS2	34.2%[activator]	58.8*	30.5*	70.2%[activator]	0.9%	-0.1%
CCOC(=O)C1(Cc2cccc(OC)c2)CCCN(Cc2cc(OC)c(O)c(OC)c2)C1 (configuration not stated)	?	-8.5	12.1	16.4%	?	?
Cc1cc(-c2ccccc2N)n[nH]1	-4.2%	32.1	14.1	?	1.4%	4.5%
CCCOc1ccc(C(=O)CCC(=O)NNC(=O)c2cccs2)cc1	23.2%	nt	nt	13.5%	3.1%	nt
Cc1cc(C)c2sc(NC(=O)CN3C(=O)CCC3=O)nc2c1	6.2%	-2.3	-2.2	-0.5%	-7.4%	-4.3%
Nc1n[nH]c2cc(=O)n(-c3ccc(Cl)cc3)nc12	-0.7%	-8.0	-0.6	-1.0%	nt	-4.1%
O=C(NNc1ccc(C(F)(F)F)cc1[N+](=O)[O-])c1ccc(NS(=O)(=O)c2ccc(F)cc2)cc1	8.28µM*	-5.9	-2.8	?	-4.4%	-3.6%
CCCc1cc(=O)[nH]c2nnc(SCC(=O)NCc3ccc4c(c3)OCO4)n12	-92.5%	nt	nt	-61.8%	-0.2%	nt
Cc1cccc(CN2CCN(c3nc4nonc4nc3NC3CC3)CC2)c1	?	19.6	-0.8	-19.7%	-0.3%	-7.4%
O=C(c1cccc(N2C(=O)C3CC=CCC3C2=O)c1)N1CCCc2ccccc21 (configuration not stated)	0.0%	74.5*	35.5*	11.3%	-2.2%	-8.4%
COc1ccc(/C=C/C(=O)Nc2cccc(S(=O)(=O)NC3=NCCCCC3)c2)cc1OC	?	nt	nt	?	-11.0%	nt
N#Cc1ccc(NC(=O)Nc2ccc(Cl)cc2)cc1	29.1%	60.6*	38.2*	?	5.6%	-6.2%
O=C(NN1C(=O)C2C3C=CC(C4CC34)C2C1=O)c1cccc(Br)c1 (configuration not stated)	31.4%[activator]	-2.2	0.7	?	-5.3%	2.5%
CC1CCN(CCn2c(=S)[nH]c3cc4c(cc3c2=O)OCO4)CC1	?	-20.6	-4.1	15.9%	2.0%	4.4%
Cc1ccc(N(CC(=O)Nc2cc(Cl)ccc2Oc2ccccc2)S(C)(=O)=O)cc1C	8.28µM*	-21.3	-2.6	nt	2.5%	-5.4%
CC(C)=CC(=O)OCC(=O)Nc1nc(C)c(Cl)cc1Cl	-12.8%	3.6	-6.9	17.0%	25.0%	0.0%

As entered above:
Reading of O=C(NNc1ccc(C(F)(F)F)cc1[N+](=O)[O-])c1ccc(NS(=O)(=O)c2ccc(F)cc2)cc1 under FBPA Giardia inh: -3.6%
Reading of CC1CCN(CCn2c(=S)[nH]c3cc4c(cc3c2=O)OCO4)CC1 under Pf growth 48h: 15.9%

Going on with the list.
SMILES	Pf growth 96h	Shiga inhibitor	Cycloheximide cs	Pf growth 48h	Sm TGR block	FBPA Giardia inh
CNC(=S)N/N=C/c1ccco1	?	-3.0	-1.6	5.0%	-17.6%	?
CC(C)C1NC(=S)N(C2CCCCC2)C1=O (configuration not stated)	30.4%	-14.8	-5.9	-11.9%	-3.6%	3.5%
CCC(=O)c1ccccc1OCCCN1C(=O)NC(C)(C)C1=O	nt	-11.0	-7.7	18.8%	3.3%	0.4%
CC(C(=O)NCc1ccccn1)N1C(=O)c2ccccc2C1=O (configuration not stated)	1.0%[5.75 µM]	-7.1	7.5	13.6%	2.0%	-13.3%
COc1ccc(CC(=O)NCc2ccco2)cc1OC	nt	-23.0	-7.2	-2.5%	?	-9.4%
Cc1[nH]c2c(Cl)cccc2c(=O)c1CN1CCCCCC1	4.6%	4.7	3.0	0.0%[0.00184 µM]	-28.1%	-5.2%
CSCCC(=O)Nc1cc(S(=O)(=O)N2CCOCC2)ccc1N1CCN(C)CC1	0.0%	2.6	10.3	17.5%	3.1%	4.7%
CC[n+]1c(/C=C/N(C)c2ccccc2)n(-c2ccccc2)c2ccc(-c3nc4ccccc4s3)cc21	15.6%	-27.3&-18.7	-14.5&-14.0	0.0%	-30.9%	-13.3%&1.2%
CC(C)c1ccc(OCC(=O)NCc2ccco2)cc1	-8.4%	9.2	10.3	22.2%	-3.4%	1.4%
Cc1ccc(CNS(=O)(=O)c2ccc(-n3cnnn3)c(C)c2)cc1	?	19.2	-9.9	-2.2%	-0.1%	8.6%
Cc1ccsc1C1C(C#N)=C(N)N(N(C)C)C2=C1C(=O)CCC2 (configuration not stated)	28.4%	-17.4	-6.9	?	6.0%	?
COc1ccc(NC(=O)c2cc(-c3cccc(OC)c3)on2)cc1	171.3%[activator]	13.3	9.2	14.5%	8.7%	2.7%
O=C(NC1CCCCC1)C(Cc1ccccc1)NS(=O)(=O)c1cccs1 (configuration not stated)	?	-23.7	7.7	nt	-0.4%	-0.6%
CC(=O)OCC1OC(OCc2cn(C[C@H]3CC[C@H](Cn4cc(COC5OC(COC(C)=O)C(OC(C)=O)C(OC(C)=O)C5OC(C)=O)nn4)O3)nn2)C(OC(C)=O)C(OC(C)=O)C1OC(C)=O (some centres not stated)	?	5.7	-1.5	56.6%[activator]	-19.1%	5.6%
O=C(Nc1cccc(C(F)(F)F)c1)N1CCC(c2nc(-c3ccc(F)cc3)no2)CC1	291.3%[activator]	0.0	-2.5	?	-3.3%	-10.5%
CN1OC[C@@H]2COc3ccc4ccccc4c3[C@@H]21	90.1%[activator]	55.3	16.3	13.1µM*	2.3%	1.0%
CCOc1ccc(NC(=O)CN(C)C(=O)Cn2c(=O)oc3ccccc32)cc1OCC	21.9%	nt	nt	11.9%	-0.5%	nt
COc1ccc(C(=O)NC2CCN(C(=S)Nc3ccc(C)c(C)c3)CC2)cc1	27.2%	-7.1	0.9	-8.7%	-9.9%	0.1%
CN1C(C)(C)c2ccccc2OS1(=O)=O	3.4%	8.2	0.4	-19.2%	4.9%	-8.1%
COC(=O)c1ccccc1NC(=O)c1ccccc1NS(C)(=O)=O	nt	-6.9	-1.2	-0.3%	3.5%	1.4%
O=C(NCc1ccncc1)C1CCC(=O)N(CCc2ccc(Cl)cc2)C1 (configuration not stated)	9.28µM*	6.6	1.3	?	0.9%	8.2%
Cc1cccc(C)c1NC(=O)CN(C)C(=O)c1ccccc1Sc1ccccc1C#N	?	nt	nt	9.28µM*	-1.3%	nt
CCCOc1ccc(C(=O)OCC(=O)c2c(N)n(C)c(=O)n(C)c2=O)cc1OC	9.3%	10.3	7.0	21.8%	6.9%	-1.1%
CCOC(=O)C1C(=O)OC2(CCCCC2)C1C(=O)OCC (configuration not stated)	nt	-16.1	4.2	2.3%	-17.3%	4.1%
COc1cccc(CN2CCSCC2)c1OC	-18.7%	-4.7	-1.3	-4.6%	7.4%	-27.0%
COc1ccc(/C(O)=C/Sc2nnc(Cc3ccccc3)o2)cc1	nt	15.3	2.1	5.5%	-0.2%	-5.7%
Cn1c(SCc2cnc(-c3ccccc3)s2)nnc1C1COc2ccccc2O1 (configuration not stated)	3.7%	-6.5	-1.8	nt	-4.3%	-4.0%
